High-throughput results from PubChem BioAssay.
Tn7 DDE FP – inhibitors of Tn7 peptide binding to fibrin DD(E), primary screen, biochemical, fluorescence polarization, human fibrin, Tn7 probe. Fibrinogen beta chain (Homo sapiens), P02675. FP displacement of FITC-Tn7 peptide from fibrin DD(E); 0% = median of compound wells per plate. inhibition, % at 8.3 µM. actives 0.13% (n = 370,000). AID 720508, 2013;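 active means inhibition above the mean of compounds falling within the control limits plus 3 SD of them, cut at about 14% in these data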;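 further: 0% = plate median of compound wells and 100% = 10 µM Aha-Tn7 peptide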
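Assay system: Human fibrin DD(E) protein | Medium: Tris buffer with calcium and detergent, pH 7.8 | Reagent: 0.1 µM fluorescent Tn7 | Compound dosing: Single point at 8.3 µM | Times: 10 min preincubation, 3 h with tracer, room temperature | Detection: Fluorescence polarization of the labelled Tn7 tracer | Controls: Aha-Tn7 high control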
ADAM17 inh – ADAM17 inhibitors, primary screen, biochemical, QFRET. actives 0.83% (n = 370,000). AID 720648, 2013. recombinant ADAM17, EDANS/DABCYL FRET peptide cleavage. inhibition, % at 6.95 µM;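 active means inhibition above the mean of compounds lying between control limits plus 3 SD, set per campaign, cut at about 8.5% in these data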;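 further: 0% = DMSO-only wells as the low control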
Target sequence (P78536 215-824 limits assumed): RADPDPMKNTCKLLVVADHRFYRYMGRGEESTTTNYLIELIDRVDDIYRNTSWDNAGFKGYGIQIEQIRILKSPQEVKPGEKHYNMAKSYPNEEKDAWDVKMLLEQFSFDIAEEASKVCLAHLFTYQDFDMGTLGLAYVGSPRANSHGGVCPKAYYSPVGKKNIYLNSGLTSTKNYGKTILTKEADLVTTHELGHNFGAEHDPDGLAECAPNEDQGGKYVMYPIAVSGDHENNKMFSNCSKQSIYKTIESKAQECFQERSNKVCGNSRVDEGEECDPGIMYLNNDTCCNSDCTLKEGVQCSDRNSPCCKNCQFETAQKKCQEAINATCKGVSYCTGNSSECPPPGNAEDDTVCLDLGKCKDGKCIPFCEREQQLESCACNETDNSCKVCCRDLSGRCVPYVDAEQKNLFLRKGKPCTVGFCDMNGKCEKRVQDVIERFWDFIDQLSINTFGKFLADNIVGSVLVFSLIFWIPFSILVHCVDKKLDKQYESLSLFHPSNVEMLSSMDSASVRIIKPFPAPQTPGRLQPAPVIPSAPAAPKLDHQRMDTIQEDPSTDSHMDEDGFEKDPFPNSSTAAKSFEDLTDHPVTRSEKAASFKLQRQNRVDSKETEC
PLC-beta3 inh – human PLC-beta3 inhibitors, primary screen, biochemical, fluorescence | Purified PLC-beta3, fluorogenic substrate | inhibition, % at 12.2 µM | actives 0.18% (n = 370,000); in the data active means inhibition above about 11%;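 further: 0% = median of compound wells on plate and 100% = full blocker control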
TDP2 inh – human TDP2 enzyme inhibitors, primary screen, biochemical, epi absorbance, recombinant enzyme. AID 720702, 2013. T5PNP hydrolysis, p-nitrophenol absorbance 415 nm. actives 0.34% (n = 370,000). inhibition, % at 12.8 µM;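 active means inhibition above the mean of all tested compounds plus 3 SD, set per campaign, cut at about 25% in these data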;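 further: 0% = DMSO with enzyme and 100% = buffer with substrate but no TDP2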
Target sequence (O95551 whole entry, looked up): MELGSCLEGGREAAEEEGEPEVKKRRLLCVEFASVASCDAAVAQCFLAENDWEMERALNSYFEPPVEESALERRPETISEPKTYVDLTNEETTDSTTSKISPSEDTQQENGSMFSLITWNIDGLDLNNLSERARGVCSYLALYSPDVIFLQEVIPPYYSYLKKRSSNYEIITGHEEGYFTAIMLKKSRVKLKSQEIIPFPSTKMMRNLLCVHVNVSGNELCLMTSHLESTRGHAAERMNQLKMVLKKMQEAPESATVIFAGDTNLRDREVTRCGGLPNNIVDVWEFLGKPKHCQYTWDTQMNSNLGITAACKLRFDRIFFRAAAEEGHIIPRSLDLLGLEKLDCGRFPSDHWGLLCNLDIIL
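test system = human TDP2 enzyme | input = TDP2 enzyme at 120 nM final | medium = 50 mM Tris-HCl pH 7.5 with Mg2+, KCl, DTT, BSA | also added = T5PNP substrate, 5 mM | times = 2 h at 37 °C | technique = epi absorbance | benchmarks = high control without enzyme, low control DMSO plus TDP2 | replication = each compound tested once, singlicate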
ARFGAP1 inhibitor – inhibitors of rat ARFGAP1 GAP activity, primary screen, biochemical, fluorescence polarization, GDP tracer. Arfgap1-stimulated ARF1 GTP hydrolysis, GDP FP detection. inhibition, % at 16.5 µM. ADP-ribosylation factor GTPase-activating protein 1 (Rattus norvegicus), Q62848. AID 651572, 2012. actives 0.26% (n = 360,000);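 active means inhibition above a per-plate limit, mean inhibition of low control wells plus 3 SD, cut at about 25% in these data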;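 further: 0% = DMSO wells with enzyme and 100% = wells lacking Arfgap1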
Target sequence (Q62848 1-136 limits assumed): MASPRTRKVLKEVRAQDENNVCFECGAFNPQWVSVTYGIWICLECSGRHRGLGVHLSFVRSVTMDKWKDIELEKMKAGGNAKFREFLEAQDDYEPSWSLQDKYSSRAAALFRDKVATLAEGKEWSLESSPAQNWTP
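Material: truncated rat Arfgap1 GAP domain; Incubation: compound-enzyme preincubation 20 min, reaction 120 min, detection 60 min, 25 °C; Read-out: percent inhibition of Arfgap1-stimulated GTP hydrolysis; Technique: FP, GDP Alexa 633 tracer displaced from anti-GDP antibody, 620/688 nm; Controls: No-Arfgap1 wells (100%) versus DMSO full-reaction wells (0%); Replication: single well per compound.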
Tn6 DDE FP – inhibitors of Tn6 peptide binding to fibrin DD(E), primary screen, biochemical, fluorescence polarization, human fibrin, Tn6 probe. inhibition, % at 8.3 µM. AID 720509, 2013. Fibrinogen beta chain (Homo sapiens), P02675. actives 0.21% (n = 370,000). Fibrin DD(E) TRITC-Tn6 fluorescence polarization displacement;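 active means inhibition above a per-campaign cutoff: mean of compounds within control limits plus 3 SD, cut at about 15% in these data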;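 further: 0% = median of all compound wells on the plate and 100% = blocking peptide control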
ASAP1 inh – inhibitors of human ASAP1 ArfGAP activity, primary screen, biochemical, fluorescence polarization; Arf-GAP with SH3 domain, ANK repeat and PH domain-containing protein 1 (Homo sapiens), …; ASAP1-stimulated ARF1 GTP hydrolysis, GDP FP detection; inhibition, % at 16.5 µM; actives 0.19% (n = 360,000); AID 624377, 2012; in the data active means inhibition above about 25%;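 further: 0% = vehicle with enzyme and substrate and 100% = no enzyme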
ADAM10 inh – human ADAM10 inhibitors, primary screen, biochemical, QFRET, HTS. actives 0.62% (n = 370,000). recombinant ADAM10, EDANS/DABCYL FRET peptide cleavage, 3 h. inhibition, % at 7 µM;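 active means inhibition above a per-campaign cutoff equal to the mean of compounds falling between control-based bounds plus 3 SD, cut at about 20% in these data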;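 further: 0% = DMSO wells while the 100% control is not disclosed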
SIAE inh – human SIAE inhibitors, primary screen, biochemical, fluorescence polarization, FP-Rh probe, 1536-well HTS. Sialate O-acetylesterase (Homo sapiens), Q9HAT2. SIAE FP-Rh probe binding. inhibition, % at 9.66 µM. actives 0.69% (n = 370,000). AID 1053197, 2014;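 active means inhibition above a cutoff: mean of compounds within the control limits plus 3 SD of those, cut at about 17% in these data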;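 further: 0% = plate median of compound wells and 100% = probe without SIAE protein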
PLC-gamma1 inh – PLC-gamma1 enzyme inhibitors, primary screen, biochemical, fluorescence, purified enzyme; 1-phosphatidylinositol 4,5-bisphosphate phosphodiesterase gamma-1 (Homo sapiens), P19174; fluorogenic substrate; inhibition, % at 12.2 µM; actives 0.84% (n = 370,000); in the data active means inhibition above about 9.5%
An asterisk follows results filed as active; i = inactive; . = not tested or not shown.

Order of results – Tn7 DDE FP	ADAM17 inh	PLC-beta3 inh	TDP2 inh	ARFGAP1 inhibitor	Tn6 DDE FP	ASAP1 inh	ADAM10 inh	SIAE inh	PLC-gamma1 inh
> c1ccc(CN2CCN(Cc3cn4cccnc4n3)CC2)cc1
→ -4	-19	-48	-7	2	-1	4	-56	-5	-34
> C[C@@H]1CN([C@@H](C)CO)C(=O)c2cc(NS(=O)(=O)c3ccc(Cl)cc3)ccc2O[C@H]1CN(C)Cc1ccncc1
→ 1	-2	-1	7	-1	10	5	9	3	1
> CCNC(=S)N/N=C(\C)c1ccc(N2CCOCC2)cc1
→ -11	-8	-5	1	-3	-3	9	-31	9	-5
> NC(=S)N/N=C/c1ccc(-c2ccc([N+](=O)[O-])cc2)o1
→ -2	2	-60	-11	9	6	1	-8	9	-49
> COc1ccnc(NCc2ccc(Cl)cc2)c1C#N
→ -2	1	-7	-1	-5	0	-12	-27	-1	2
> Cc1occc1C(=O)N1CCN(c2ccccc2)CC1
→ 2	-2	0	-2	-3	-3	2	-4	0	0
> CCOC(=O)c1cc(C)sc1/N=C/C1C(=O)CCCC1=O
→ -2	0	-7	1	-5	-2	1	-2	6	-1
> Cc1cc[n+](-c2[nH]c(=O)sc2/C=N/N=C(\[O-])c2ccncc2)cc1C
→ 1	2	-3	15	4	-8	-1	-1	5	0
> NC(=O)c1ccc(NC(=O)Cc2ccc(S(=O)(=O)N3CCCCC3)cc2)cc1
→ 2	-1	-6	6	-9	2	0	-8	2	-5
> CC1CCc2c(sc(NC(=O)Cn3nc(C(=O)O)c4ccccc4c3=O)c2C#N)C1 (stereo not given)
→ -5	0	-3	-7	-1	3	4	-3	-4	1
> O=[N+]([O-])c1ccc(-c2nc(NCc3ccccc3)c3ccccc3n2)cc1
→ 1	-6	-3	4	-3	-5	-11	6	-9	0
> CC1(Cc2ccc(F)cc2)C(=O)Nc2ccc(S(=O)(=O)NC3CCCCC3)cc21 (stereo not given)
→ 1	9.1*	11*	-11	4	-2	-3	5	4	6
> COCC(=O)Nc1c(C(=O)Nc2ccc3c(c2)OCO3)oc2ccccc12
→ 0	-5	-8	-5	-14	1	10	0	0	-2
> CC(=O)N1c2ccccc2C(C)=NCC1C(=O)NC1CCCCC1 (stereo not given)
→ -7	-4	-2	2	.	-3	.	-6	3	-6
> Cc1ccc(-n2nc(C)c3c2OC(N)=C(C#N)C3c2ccc(C)o2)cc1 (stereo not given)
→ -3	1	-9	-2	-13	-1	8	5	7	-13
> Cn1c(-c2ccccc2F)cc2onc(-c3ccccc3)c2c1=O
→ -11	0	1	-2	-3	0	-5	-4	-4	2
> O=S(=O)(c1ccccc1)N1CCC(c2ccccc2)CC1
→ 7	2	-5	-1	-2	-2	2	12	3	-4
> NS(=O)(=O)c1ccc(CCNC(=O)c2ccc3ccccc3n2)cc1
→ -2	-2	1	-6	9	-1	-3	9	-4	0
> CCOC(=O)N1CCN(C(=O)C(CC(C)C)NS(=O)(=O)c2ccc(C)cc2)CC1 (stereo not given)
→ 3	0	1	-2	-9	2	-3	-1	-3	-1
> Cc1ccc(S(=O)(=O)NC(C(=O)N2CCN(S(=O)(=O)c3cccc(F)c3)CC2)C(C)C)cc1 (stereo not given)
→ 5	-2	-6	3	10	-6	-14	-1	-1	-1

Continued, starting with the last two of the part before.
Order of results – Tn7 DDE FP	ADAM17 inh	PLC-beta3 inh	TDP2 inh	ARFGAP1 inhibitor	Tn6 DDE FP	ASAP1 inh	ADAM10 inh	SIAE inh	PLC-gamma1 inh
> CCOC(=O)N1CCN(C(=O)C(CC(C)C)NS(=O)(=O)c2ccc(C)cc2)CC1 (stereo not given)
→ 3	0	1	-2	-9	2	-3	-1	-3	-1
> Cc1ccc(S(=O)(=O)NC(C(=O)N2CCN(S(=O)(=O)c3cccc(F)c3)CC2)C(C)C)cc1 (stereo not given)
→ 5	-2	-6	3	10	-6	-14	-1	-1	-1
> Cc1ccc(CNC(=O)CCc2c(C)nn(-c3ccc(N4CCOCC4)nn3)c2C)cc1
→ 2	-4	-10	2	1	-2	-6	2	5	0
> CC(=O)N(Cc1ccccc1)c1ccc(C(=O)O)cc1
→ 5	5	8	-19	-7	2	-2	-1	-9	9.7*
> CCOc1ccc(C(O)(CCC(C)C)C(CN2CCOCC2)c2ccccc2)cc1 (stereo not given)
→ -1	6	0	-22	6	9	-2	9	-1	7
> CC(C)[C@H](NC(=O)N1CC(=O)Nc2ccccc21)C(=O)N1CCC(C(=O)O)CC1
→ -2	0	-4	-15	3	-1	-1	-6	4	5
> COC(=O)CSc1nc2ccccc2c(=O)n1C
→ 1	-1	2	-1	-10	-4	-3	9	-1	4
> O=C(O)c1ccc(N/N=C2/CCSc3ccc(F)cc32)cc1
→ -8	1	-15	14	-3	1	-4	0	6	-4
> CC1CCCC(C)N1/N=C/c1ccc(C#N)cc1 (stereo not given)
→ 3	0	4	-7	-8	-7	-6	7	6	6
> O=C(CCCN1C(=O)/C(=C/c2cccc(Br)c2)SC1=S)N1CCOCC1
→ 3	0	-6	-1	6	-5	7	5	4	-2
> NS(=O)(=O)c1ccc(CNC(=O)CNC(=O)c2ccc(Br)o2)cc1
→ -3	-2	0	-6	11	-6	6	-7	4	2
> CC(C)(C)OC(=O)C[C@H]1C/C=C\C[C@H](CC(=O)N(CCO)Cc2ccccc2)C(=O)N[C@@H](c2ccccc2)COC1=O
→ 0	-3	2	-7	3	-2	-3	3	-3	0
> O=C(CNc1ccc2ccccc2c1)N/N=C/c1ccc(OC(=O)/C=C/c2ccco2)cc1
→ 0	2	-9	-2	-10	3	1	-10	22*	-7
> Cc1ccc(NC(=O)c2ccccc2Br)cc1S(=O)(=O)N(C)C
→ 3	0	-4	-1	9	-5	-7	-4	-2	2
> Cn1c(=N)c(S(=O)(=O)c2ccc(F)cc2)cc2c(=O)n3ccccc3nc21
→ 7	-57	-41	2	8	-4	-4	-191	-3	-31
> C/C(CC(=O)Nc1ccccn1)=N\NC(=O)c1cnccn1
→ 0	-55	-28	8	-4	0	-3	-145	-2	-15
> O=C(Nc1nc2ccccc2s1)c1ccc2sc([C@H]3C[C@H](O)[C@@H](CO)O3)nc2c1
→ -9	-7	-53	5	16	-4	14	-16	-29	-33
> O=C(CN(c1ccc(Br)cc1)S(=O)(=O)c1ccc(Cl)c([N+](=O)[O-])c1)NCC1CCCO1 (stereo not given)
→ -5	1	-6	-1	8	6	-2	3	3	2
> O=C1CC(c2ccccc2)CC(O)=C1C=Nc1cccc(Cl)c1 (stereo not given)
→ 0	1	-6	-2	13	-5	-2	-1	-2	-4
> COc1ccc(SCCN2CC[C@@H](C)CCC2=O)cc1
→ 1	-3	3	-4	3	4	-1	-1	-4	1
> O=C(CN1CCCCC1)Nc1cc(S(=O)(=O)N2CCOCC2)ccc1N1CCCC1
→ -1	-2	-7	5	-4	2	5	-4	3	0
> O=C(Cn1c(C(F)(F)F)nc2ccccc21)Nc1ccccc1N1CCOCC1
→ 2	-2	-2	-11	-8	12	-7	-7	-9	2

Further entries
Order of results – Tn7 DDE FP	ADAM17 inh	PLC-beta3 inh	TDP2 inh	ARFGAP1 inhibitor	Tn6 DDE FP	ASAP1 inh	ADAM10 inh	SIAE inh	PLC-gamma1 inh
> O=c1c2c3c(sc2nc2n1CCCCC2)C(O)CCC3 (stereo not given)
→ 0	0	-1	3	4	-5	11	3	-5	-1
> NC(=O)NC(CC(=O)NCCc1ccccn1)c1ccccc1Cl (stereo not given)
→ 3	-5	-5	0	2	9	-17	-4	-2	0
> CCC(Oc1ccc(C)cc1)C(=O)Nc1ccccc1C(=O)N1CCOCC1 (stereo not given)
→ 2	1	-6	14	-2	6	5	1	4	-1
> Cn1c(=O)[nH]c(=O)c2c1nc(SCC(O)CO)n2CCCc1ccccc1 (stereo not given)
→ 2	-5	-7	1	-6	-4	-13	-1	0	-1
> CCOc1ccc2nc(NCCCNS(=O)(=O)c3ccccc3)c(C#N)cc2c1
→ -1	-115	-415	-5	9	-6	-10	i	-3	-293
> COc1ccc(CCN(C(=O)COc2ccccc2)c2nc(-c3ccccc3)cs2)cc1OC
→ 1	9.2*	5	-4	6	0	1	16	1	3
> Cc1cc(OCC(=O)Nc2ccc(N3CCN(C(=O)c4ccco4)CC3)cc2)cc(C)c1Cl
→ 1	-5	1	-5	1	1	-5	-14	0	0
> O=C(Nc1ccc(Br)cn1)c1ccc2nccnc2c1
→ -2	0	0	-3	-11	-4	-10	-5	-7	1
> CC(=O)N1C[C@H]2CON(C)[C@H]2C[C@H]1c1ccccc1Br
→ 0	0	2	0	1	2	1	2	2	5
> Cc1ccc(C2NC(=O)CCC2[N+](=O)[O-])cc1 (stereo not given)
→ 8	0	-1	3	-11	12	-11	3	1	4
> CCOc1ccc(NC(=O)CSc2nnc(C3CC3)n2C)cc1
→ -4	-1	1	-5	3	1	1	-10	-3	0
> Cc1ccccc1CN(c1ccc(C(=O)NCC2CCCO2)cc1)S(C)(=O)=O (stereo not given)
→ -2	3	6	-5	12	9	7	12	4	6
> Cc1cc(/C=C2\SC(=S)N(C)C2=O)c(C)n1-c1ccccc1O
→ 2	6	-72	4	0	-11	2	12	-7	-44
> CC1CCCCN1C(=O)CSc1nnc2c(n1)[nH]c1ccccc12 (stereo not given)
→ -1	0	-1	-8	17	3	-6	2	3	6
> CC(=O)N1CCCN(C(=O)c2ccc3nc(Cc4ccccc4F)oc3c2)CC1
→ 5	-5	-9	-1	2	3	-2	-14	-2	2
> COc1ccc(NS(=O)(=O)c2csc(C(=O)Nc3ccccc3)c2)cc1
→ -11	7	-2	-10	4	0	11	16	-12	4
> CCN(CC)CCNC(=O)c1[nH]c2ccc(OCc3ccccc3)cc2c1C
→ 2	-28	-64	-4	-1	-1	0	-90	-1	-52
> COC(=O)c1cn(NC(=O)c2cc([N+](=O)[O-])ccc2F)c(=O)c2ccccc12
→ -3	-8	-24	-3	1	-2	-4	-22	0	-12
> Clc1ccc(/C=C/c2ncc[nH]2)c(Cl)c1
→ 0	-36	-36	-8	-3	0	-4	-93	-1	-22
